# Screening data (PubChem BioAssay)
# Rac1 GTP hydrolysis – MgcRacGAP GTPase-activating activity inhibitors, confirmation, biochemical, ADP Hunter fluorescence. MgcRacGAP-stimulated Rac1 GTP hydrolysis, ADP Hunter fluorescence; higher % means a stronger effect; GST-tagged Rac1 F28L mutant substrate. inhibition, % at 30 µM; hits with a dose series show IC50 in µM. 340,000 compounds, 0.6% hits. AID 624330;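 active = first-screen hits whose inhibition reached a set limit at any dose in the follow-up dose series; inconclusive = inhibition above the set first-screen limit but never retested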;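 also: fluorescence reports GDP produced by GAP-driven GTP hydrolysis; strong numbers were not always called active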
# Large T inhibition – TAg ATPase/helicase activity blockers – biochemical (AID 1903); SV40 large T antigen ATPase/helicase inhibition assay; higher % means a stronger effect; 310,000 compounds, 0.39% hits; one-dose inhibition, % at 20 µM; IC50 in µM for titrated hits; in the data active = a potency from the dose series; inconclusive = inhibition mostly from about 32% at the one dose, without a potency; inactive = the rest, 99 in 100 with inhibition below about 32%; also: strong numbers were not always called active
# T cell HTS – modulates CD8 T cell binding to vesicles | 330,000 compounds, 0.068% hits | calls only at 7 µM | 2C CD8+ T cell-vesicle binding, flow cytometry; stronger effect = lower value;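 active = response, share of CD8 T cells binding vesicles, and their 90th percentile fluorescence all below set limits, cut at about 80% in these data, passing the limit was not always enough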
#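 Also added: QL9-peptide-loaded Drosophila micro-vesicles bearing Ld, ICAM-1 and B7-1; Test system: purified 2C TCR transgenic mouse naive CD8+ T cells; Measured by: cytometric PE anti-B7-1 and Alexa647 anti-CD8 signals after 1% paraformaldehyde fixation; Timing: binding step 1.5 h, 37 °C, antibody labelling 20 min, ice.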
# RSV CPE inhibition – inhibition of RSV-induced cytopathic effect – HEp-2 cells, primary 10 µM value included (AID 2391) | HEp-2 cells, RSV-induced CPE inhibition; higher % means a stronger effect | one-dose CPE inhibition, % at 10 µM; IC50 in µM for titrated hits | 310,000 compounds, 0.13% hits; in the data active = a potency from the dose series; inconclusive = CPE inhibition mostly from about 23% at the one dose, without a potency; inactive = the rest, 99 in 100 with CPE inhibition below about 21%; also: strong numbers were not always called active
# NTR1 ag – NTR1-driven beta-arrestin-GFP spot formation – imaging, U2OS cells, high content, primary screen (AID 493036); P30989; agonist mode; activation, % at 20 µM; 330,000 compounds, 0.17% hits;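 active = activation at or above 40% of the spot to cytoplasm intensity ratio, with at least 20 cells analyzed; inconclusive = wells under 20 cells, flagged as cytotoxic or low count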;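 also: 0% = DMSO without peptide and 100% = 100 nM NTR1 peptide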
# Target sequence (P30989 whole entry, looked up): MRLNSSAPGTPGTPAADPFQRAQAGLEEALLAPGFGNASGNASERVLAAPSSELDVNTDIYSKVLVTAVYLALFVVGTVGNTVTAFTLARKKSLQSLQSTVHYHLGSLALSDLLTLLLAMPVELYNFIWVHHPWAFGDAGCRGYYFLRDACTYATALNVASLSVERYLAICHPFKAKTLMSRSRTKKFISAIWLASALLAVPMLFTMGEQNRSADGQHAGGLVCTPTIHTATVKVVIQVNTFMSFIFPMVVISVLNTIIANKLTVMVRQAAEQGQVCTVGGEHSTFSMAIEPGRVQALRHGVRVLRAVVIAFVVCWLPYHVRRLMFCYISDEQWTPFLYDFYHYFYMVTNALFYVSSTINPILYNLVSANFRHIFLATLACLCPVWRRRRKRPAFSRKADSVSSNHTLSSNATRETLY
# K1F lysis inhibition – inhibition of K1F phage lysis, E. coli UTI89, bacterial capsule biogenesis inhibitors, alamar blue (AID 488966) | inhibition, % at 100 µM; hits with a dose series show IC50 in µM | 340,000 compounds, 0.02% hits | E. coli UTI89 K1F phage lysis, alamar blue, 2 h; higher % means a stronger effect;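 active = phage lysis inhibition, versus mean bacterial control, above a set limit; inconclusive = no clear call, values can overlap the other calls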;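 also: capsule biogenesis inhibitors block K1F phage lysis so surviving cells raise fluorescence; higher fluorescence means more inhibition of phage lysis; actives were called in the ten point dose series up to 300 µM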
# Myeloid diff MLP – compounds promoting myeloid differentiation. AID 624256. calls only at 10 µM. 360,000 compounds, 1% hits. ER-HoxA9 myeloid progenitors, lysozyme-GFP differentiation, flow cytometry;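 active = normalized GFP-positive differentiation at or above the plate's own cutoff, the solvent-only control mean plus 3 SD; inconclusive = no clear call, values can overlap the other calls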;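 also: cells exposed to compound for four days before flow analysis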
# Salmonella PhoP GFP – PhoP-dependent GFP reporter repression – Salmonella Typhimurium, primary screen (AID 1863); S. Typhimurium PhoP-regulated promoter GFP reporter, 4 h; higher % means a stronger effect; inhibition, % at 50 µM, or IC50 in µM where a hit was titrated; 300,000 compounds, 0.16% hits;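 active = inhibition over 29.93%, a cutoff 3 SD above the screen mean, later confirmed by dose response; inconclusive = inhibition over 29.93% but no dose response follow-up; inactive = inhibition at most 29.93% or unconfirmed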;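 also: 0% = low Mg2+ inducing control and 100% = high Mg2+ repressing control; strong numbers were not always called active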
# TNAP activation fold – human TNAP enzyme activators, primary screen, biochemical, luminescent, no phosphate acceptor, uHTS (AID 1001). 200,000 compounds, 0.03% hits. activation fold at 20 µM; hits with a dose series show EC50 in µM. purified TNAP, luminescent activation assay, no phosphate acceptor; higher activation fold means a stronger effect; in the data active = activation fold from about 3, or a potency from the dose series; inactive = the rest, 99 in 100 with activation fold below about 1.6; also: many of its hits are not listed in these tables
# T cell HTS vesicle-bound % – also measured in T cell HTS; calls as there; double positive events, %; measured here: CD8+ vesicle-bound cell fraction;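 binding gate set so that unloaded-vesicle control wells show 10% double positive cells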
# NTR1 ag cell count 20 µM – recorded beside NTR1 ag, whose call it bears; cell count; measured here: cell count, cytotoxicity flag
# Myeloid diff MLP GFP+ MAC1+ % – second read-out of Myeloid diff MLP, no call of its own (marks repeat the call); GFP+ MAC1+ double positive, %; measured here: differentiation confirmed by MAC1 staining
# Active calls of the source: *; i = inactive; ? = inconclusive; · = no result given; [ ] = remark or other dose.
SMILES,Rac1 GTP hydrolysis,Large T inhibition,T cell HTS,T cell HTS vesicle-bound %,RSV CPE inhibition,NTR1 ag,NTR1 ag cell count 20 µM,K1F lysis inhibition,Myeloid diff MLP,Myeloid diff MLP GFP+ MAC1+ %,Salmonella PhoP GFP,TNAP activation fold
CC1(C)OC(C(=O)NC2CCCCC2)C(C(=O)NC2CCCCC2)O1 (centres undefined),3.2%,8.8%,i,38.4,0.4%,0.4,52,5.8%,i,2.6,0.2%,1
CSc1nc2sc3c(c2c(=O)n1C)CCC(C)C3 (centres undefined),2.8%,22.9%,i,61.5,4.7%,4.5,51,6.0%,i,8.0,-9.1%,0.9
CCc1ccc(NC(=O)COC(=O)/C(=C/c2ccccc2OC)c2ccccc2)cc1,-0.3%,22.2%,i,31.6,7.0%,1.0,56,0.0%,i,0.4,-1.8%,1
Cc1ccc([N+](=O)[O-])cc1N(CC(=O)NC1CCCC1)S(C)(=O)=O,6.8%,-2.8%,i,45.4,-0.8%,-0.6,48,-0.6%,i,0.4,-9.5%,1
COc1ccc(NC(=O)c2cc(-c3ccco3)on2)cc1,11.4%,1.0%,i,45.8,-0.1%,1.5,64,0.2%,i,0.3,-12.4%,1.1
O=C1CSC(=S)N1/N=C/c1cccnc1,6.7%,20.4%,i,58.8,·,-1.2,51,0.8%,i,1.0,2.1%,·
CCn1nc(C)c(CNC(=O)C2CCC(=O)N(Cc3ccc(Cl)cc3)C2)c1C (centres undefined),8.5%,2.5%,i,41.1,1.9%,0.6,39,0.0%,i,0.6,-3.7%,·
CCOCCCn1c(=N)c(S(=O)(=O)c2ccc(C)cc2)cc2c(=O)n3cc(C)ccc3nc21,6.3%,5.6%,i,25.5,-0.8%,6.3,47,0.2%,i,0.4,-2.4%,·
Cc1cc(C)c(OCC(=O)N/N=C/c2ccc3c(c2)OCO3)c(C)c1,5.5%,2.9%,i,48.4,-1.4%,2.8,67,-0.4%[50 µM],i,0.4,6.1%,1.1
CC(=O)C(C)Oc1ccc2c3c(c(=O)oc2c1C)CCCC3 (centres undefined),4.2%,9.2%,i,48.4,-1.8%,6.2,80,-1.2%,i,0.4,-5.1%,1.1
Cc1ccccc1C(=O)N1CCN(c2ccc(NC(=O)c3cccnc3)cc2)CC1,3.3%,22.9%,i,24.6,3.7%,-1.1,55,0.3%,i,0.1,-4.1%,1.1
COC(=O)c1[nH]c(C)c(/C(O)=C2\C(=O)C(=O)N(CCN3CCOCC3)C2c2cccs2)c1C (centres undefined),9.8%,3.1%,i,26.4,1.4%,-0.7,38,0.2%,i,1.3,-0.9%,1.1
C#CCOCCOCCOCCNc1nc(N2CCOCC2)nc(N2CCN(C(=O)CCCCCCCCCCNC(=O)[C@H]([C@@H](C)CC)n3cc(CCCCN=C(N)N)nn3)CC2)n1,0.2%,5.6%,i,27.7,1.3%,-0.9,84,-2.6%,i,1.2,11.5%,·
CC(=O)Nc1nc2cc3c(cc2s1)OCCO3,1.5%,7.7%,i,28.3,0.1%,-0.4,90,0.0%,i,2.2,·,·
Clc1ccccc1OCCCCN1CCCC1,21.9%,4.7%,i,28.4,-1.7%,-0.2,50,-1.4%,i,0.7,8.0%,1.1
COc1ccc(OCC(=O)NNc2c3ccccc3nc3ccccc23)cc1,8.6%,5.9%,i,27.9,1.4%,58.1*,73*,0.6%,i,0.8,-0.7%,1
CCOc1ccc(NCc2nnc(SCC(=O)Nc3nc(-c4ccccc4)cs3)n2-c2ccccc2)cc1,7.5%,15.9%,i,59.4,3.6%,-1.4,81,2.1%,i,0.4,-5.4%,1.1
CCN(CC)S(=O)(=O)c1ccc(N2CCCC2)c(C(=O)OCC(=O)Nc2cc(C)on2)c1,13.3%,10.8%,i,51.5,7.2%,2.5,60,-1.2%[50 µM],i,1.0,·,·
CCCCc1cc2ccccc2c(OCCN(C)C)n1,-1.7%,·,i,64.5,-1.0%,-0.3,54,2.3%[50 µM],i,0.9,·,·
CCCCn1c(N)c(Sc2ccc(C)cc2)c(=O)[nH]c1=O,8.7%,6.2%,i,35.6,2.0%,-1.1,45,-0.1%,i,0.6,-0.8%,1.2
O=C(Nc1ccc2oc(-c3cccnc3)nc2c1)c1ccc(Br)o1,1.7%,10.7%,i,30.3,7.3%,5.2,55,0.0%,i,0.5,-7.6%,1
CSc1ccc(CN2CCN(C(=O)c3ccc([N+](=O)[O-])cc3)CC2)cc1,22.8%,2.6%,i,55.5,2.0%,-0.5,38,-0.1%,i,0.2,0.2%,1
CC(C)NC(=O)CSCc1ccccc1Cl,6.7%,1.2%,i,58.4,1.7%,1.0,86,0.1%,i,1.1,11.4%,1.1
CCN(CCCNC(=O)c1[nH]c(C)c(C(C)=O)c1C)c1ccccc1,2.8%,8.5%,i,24.6,0.4%,-0.2,60,-0.6%,i,1.7,-2.5%,1
Cc1cccc(OCc2ccc(C(=O)Nc3cc(C)on3)o2)c1,5.5%,1.4%,i,33.5,0.7%,2.1,44,0.2%,i,0.9,-0.6%,·
COc1cc(NC(=O)c2cccnc2Sc2ccc(C)c(C)c2)cc(OC)c1OC,-1.1%,10.8%,i,27.6,1.2%,1.2,50,-2.0%,i,1.5,7.2%,1
Cc1cc(C(=O)NCC(=O)Nc2ccc(F)c(F)c2)c(C)o1,5.0%,·,i,41.8,·,2.3,46,4.0%,i,0.4,·,·
O=C(NCCNC(=O)c1ccccc1O)c1ccccc1O,-8.1%,10.0%,i,63.2,1.7%,-0.2,57,-0.4%,i,0.9,0.3%,·
Cc1ccnc(NC2CCCCC2)c1,5.9%,-2.2%,i,55.5,-0.9%,1.9,34,0.2%,i,0.1,-5.3%,1.1
CCOC(=O)C1CCN(Cc2ccccc2C)CC1,2.8%,5.6%,i,45.1,-0.2%,-0.4,59,1.0%,i,2.0,-3.2%,1.1
Fc1ccc(Cn2ccc(-c3cnc(-c4ccccc4)s3)n2)cc1,-1.6%,-6.8%,i,55.3,?,4.5,45,0.5%,i,1.2,4.7%,1.2
O=C(Cn1c2[n+](c3ccc(C(F)(F)F)cc31)CCCCC2)Nc1c(F)cccc1F,7.5%,-0.5%,i,4.1,0.1%,0.2,49,1.0%,i,0.6,0.1%,1.1
Cn1cc(CN2CCCC(CNC(=O)c3ccc4c(c3)OCO4)C2)c2ccccc21 (centres undefined),-4.4%,12.7%,i,31.7,0.1%,-1.0,84,-1.6%,i,0.1,-4.0%,1.1
CCCCCCCc1n[nH]c(=S)n1Cc1ccccc1,11.4%,8.9%,i,15.8,-0.4%,1.1,48,0.8%,i,0.5,-11.8%,·
O=c1c2ccccc2nc2n1CCS2(=O)=O,·,13.8%,i,48.8,2.7%,29.0,51,·,i,0.5,1.2%,·
CC(=O)c1cc2c(cc1NC(=O)CN1CCCCCC1)OCO2,18.1%,27.0%,i,43.2,1.2%,-0.8,91,2.7%,i,0.6,9.1%,1
COc1cccc(NC(=O)N2CCN(S(C)(=O)=O)CC2)c1,5.6%,0.0%,i,29.7,-1.3%,0.0,43,-0.6%,i,0.4,3.0%,1.1
CCc1nc2cc(Cl)c(Cl)cc2[nH]1,4.6%,7.4%,i,45.9,-0.2%,0.7,63,3.3%,i,2.6,6.2%,1
O=C(CSc1nnnn1-c1cccc(F)c1)NC1CC1,2.1%,·,i,36.5,·,0.6,88,0.3%,i,0.8,·,·
Cc1nn(CC(=O)NC(C)C)c(C)c1[N+](=O)[O-],-3.6%,8.3%,i,18.5,1.2%,-0.1,48,0.0%,i,0.4,0.8%,1.1
Cc1ccc(NC(=O)Cn2nnc(-c3ccc4c(c3)OCO4)n2)cc1F,-1.0%,1.7%,i,50.8,0.9%,1.9,40,0.2%,i,1.1,13.2%,·
CC(C)(C)c1nnc2sc(SCC(=O)N3CCCc4ccccc43)nn2c1=O,2.2%,5.7%,i,47.8,0.2%,4.6,76,0.2%,i,0.7,-0.1%,1.1
Cc1ccc(C(=O)NN2C(=O)C3C4C=CC([C@@H]3C2=O)C42CC2)cc1 (some centres undefined),5.4%,16.8%,i,24.6,·,0.7,66,-0.5%,i,0.6,-0.2%,·
O=C(COc1cccnc1[N+](=O)[O-])Nc1c(Cl)cccc1Cl,2.6%,·,i,52.6,·,-0.8,55,1.8%,i,0.4,·,·
C=CCN1C(=O)C2(OCCCO2)c2cc(CCCC)ccc21,8.1%,8.7%,i,58.3,7.1%,0.9,44,-0.1%,i,0.4,1.0%,·
COc1ccc(CC(=O)Nc2ccc(C(=O)NCC(C)C)cc2)cc1,2.4%,2.0%,i,29.5,2.5%,-0.2,78,0.2%,?,·,1.5%,1.1
N#CCSc1nnc(-c2ccccc2O)n1CCc1ccccc1,-5.1%,4.1%,i,25.3,2.5%,0.8,59,-0.5%,i,0.6,-3.4%,1
COc1ccc(NC(=O)NCCCCc2ccccc2)cc1,12.5%,23.0%,i,6.5,0.8%,-0.5,52,1.5%[50 µM],i,0.8,0.5%,·
CC1(C)CC(=O)C2=C(C1)OC(c1cccs1)C(C#N)=C2N (centres undefined),4.2%,-0.7%,i,46.2,0.1%,-0.5,43,0.3%,i,7.7,11.9%,1.1
CC(C)(C)OC(=O)C[C@@H]1C/C=C\C[C@@H](CC(=O)N(CCO)Cc2ccccc2)C(=O)NC[C@@H](c2ccccc2)OC1=O,3.7%,·,i,18.8,·,5.4,55,-0.4%,i,0.8,·,·
CCN(CCO)Cc1csc2ccccc12,4.0%,17.8%,i,41.9,-0.3%,4.0,63,2.0%[50 µM],i,0.3,36.4%,1.2
c1ccc(CN2CCN(c3nc(NCc4ccco4)c4ccccc4n3)CC2)cc1,13.8%,3.5%,i,11.7,-2.7%,44.2*,90*,-9.8%,i,2.5,33.5%,1
CCC(=O)NC(c1cccs1)c1cc([N+](=O)[O-])c2cccnc2c1O (centres undefined),10.8%,4.0%,i,49.5,-0.2%,3.4,58,-8.9%,i,0.3,?,1
CCCCOCCCN1CC(=O)N2C(C)c3[nH]c4ccccc4c3C[C@H]2C1=O (some centres undefined),1.7%,4.0%,i,46.1,4.9%,4.4,72,-0.2%,i,1.0,12.5%,·
